# Assay outcomes (PubChem BioAssay)
# Polio RdRp inh = poliovirus RdRp elongation inhibitors, primary screen, biochemical, fluorescence polarization, total intensity; Genome polyprotein (Poliovirus type 1 (strain Mahoney)), P03300; poliovirus polymerase elongation; hits give low values; % elongation, % (compound at 16.7 µg/mL); actives 0.66% (n = 150,000); AID 588519, 2011; in the data active means % elongation below about 90%; further: some results filed as inactive read as strong as hits
# Target sequence (P03300 1749-2209 limits assumed): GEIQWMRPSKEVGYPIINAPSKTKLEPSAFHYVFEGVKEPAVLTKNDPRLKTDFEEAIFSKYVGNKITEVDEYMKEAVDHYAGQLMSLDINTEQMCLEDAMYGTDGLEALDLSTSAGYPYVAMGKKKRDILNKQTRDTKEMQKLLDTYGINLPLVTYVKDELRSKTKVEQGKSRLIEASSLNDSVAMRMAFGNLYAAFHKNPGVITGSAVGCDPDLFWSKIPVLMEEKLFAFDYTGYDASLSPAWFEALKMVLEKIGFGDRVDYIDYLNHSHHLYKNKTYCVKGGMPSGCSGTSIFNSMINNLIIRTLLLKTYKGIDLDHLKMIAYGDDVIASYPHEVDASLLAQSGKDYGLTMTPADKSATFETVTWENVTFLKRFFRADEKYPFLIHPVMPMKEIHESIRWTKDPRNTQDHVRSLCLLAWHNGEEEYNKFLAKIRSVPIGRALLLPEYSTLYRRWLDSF
# Polio RdRp inh FP z-score = further read-out of Polio RdRp inh, marked with its call; z-score; measured here: FP z-score; hits read low
# * = called active by the depositor; & = joins results of further samples. Some of the compounds tested, so the mix of outcomes need not match the whole.
SMILES,Polio RdRp inh,Polio RdRp inh FP z-score
c1ccc(COc2cccc(CNn3cnnc3)c2)cc1,100,-0.5
O=c1[nH]c(CN2CCN(Cc3ccccc3)CC2)nc2ccccc12,104,1
Cc1ccc(CNC(=O)C2CCCN(S(=O)(=O)c3cn(C)cn3)C2)cc1 (stereo unspecified),105,-0.2
Cc1ccc(N2C(=O)CC(C(=O)Nc3cccc(-n4cnnn4)c3)C2c2cccs2)cc1 (stereo unspecified),102,-0.3
O=C(Nc1ccc2c(c1)CCCN2C(=O)c1cccs1)c1cccc(C(F)(F)F)c1,108,0.4
CCOc1ccccc1C(=O)N(Cc1cccs1)c1ccc(Cl)cc1,109,0.2
O=S(=O)(c1ccc2oc3ccc(S(=O)(=O)N4CCCC4)cc3c2c1)N1CCCC1,101,-0.1
O=C(CN1C(=O)CC(c2ccc(F)cc2)=Nc2ccccc21)NCc1ccccc1Cl,102,-1.1
Cc1cccc2oc(-c3ccc(N=Cc4cc(C(=O)O)ccc4O)cc3)nc12,41,-6.6
O=C(CSc1ccc(-c2ccccc2)nn1)N1CCCC1,101,-0.2
CC(C)(C)C1CCc2sc(-c3nnc(CN4CCN(C(=O)c5cccs5)CC4)o3)cc2C1 (stereo unspecified),102,0
C(=N\C(/N=C/c1ccco1)c1ccco1)/c1ccco1,98,-0.1

# Complete entries, quoted from the list. Screens in order: Polio RdRp inh	Polio RdRp inh FP z-score
# Cc1ccc(CNC(=O)C2CCCN(S(=O)(=O)c3cn(C)cn3)C2)cc1 (stereo unspecified) reads 105	-0.2
# O=c1[nH]c(CN2CCN(Cc3ccccc3)CC2)nc2ccccc12 reads 104	1
# O=C(Nc1ccc2c(c1)CCCN2C(=O)c1cccs1)c1cccc(C(F)(F)F)c1 reads 108	0.4
# CCOc1ccccc1C(=O)N(Cc1cccs1)c1ccc(Cl)cc1 reads 109	0.2
# c1ccc(COc2cccc(CNn3cnnc3)c2)cc1 reads 100	-0.5

# Back to the main list with the 2 entries that preceded the break.
SMILES,Polio RdRp inh,Polio RdRp inh FP z-score
CC(C)(C)C1CCc2sc(-c3nnc(CN4CCN(C(=O)c5cccs5)CC4)o3)cc2C1 (stereo unspecified),102,0
C(=N\C(/N=C/c1ccco1)c1ccco1)/c1ccco1,98,-0.1
O=C(O)c1cccnc1C(=O)O,100,0.2
Cc1ccc(-c2[nH]c(-c3ccccc3)nc2SCC(=O)NCC2CCCO2)cc1 (stereo unspecified),111,-0.2
CN(C)CCNc1ncnc2sc(-c3ccccc3)cc12,87*,-2.4*
Cc1ccc(SCC(=O)Nc2ccc(C)cc2C)cc1,106,0.1
CCN1C(=O)C2CC(C)=C(C)CC2C1=O (stereo unspecified),97,-1.7
COC(=O)c1ccc(C2C(C#N)=C(C)NC(C)=C2C(=O)Nc2ccccc2)cc1 (stereo unspecified),104,0.1
CSc1ccc(C2N[C@@H](C(=O)O)C(C)(C)S2)cc1 (stereo partly specified),102,-0.3
Cc1nc2c(c(C)nn2-c2ccccc2)c(C)c1CCC(=O)NCCc1ccccc1,105,-0.2
Brc1cc2c(cc1CSc1ncccn1)OCCO2,102,-0.1
Cc1ccc(-n2c(=O)c3c4c(sc3n(CC(=O)c3ccc(Cl)cc3)c2=O)CCC4)cc1C,100,-1.3
Cc1ccc(N2CCN(C(=O)Cc3c(C(=O)O)c(C)cn3C)CC2)c(C)c1,105,-0.1
CCNC(=O)c1ccc(Cn2nc(-n3cccc3)c3c(C)cc(C)nc32)cc1,102,0.5
COc1ccccc1-n1nnc(C(=O)N2CCCC2)c1N,102,-0.1
Cc1cc(/C=C2\SC(N)=NC2=O)c(C)n1C1CC1,100,-0.2
O=C1CCCc2cc(S(=O)(=O)N3CCCC3C(=O)N3CCc4ccccc43)ccc2N1 (stereo unspecified),101,-0.1
c1ccc(-c2ncc(CSc3nnc(-c4cccs4)n3CC3CCCO3)s2)cc1 (stereo unspecified),102,-0.1
CCc1nn(CC(=O)N(CC)Cc2ccccc2)c(=O)c2cc3sccc3n12,101,-0.2
Cc1ccc(Cl)cc1-n1ncc2c(N3CCCCCC3)ncnc21,106,-0.1
CCOC(=O)c1cnc2ccc(OCC)cc2c1N1CCN(c2ccccc2)CC1,104,0.3
COc1ccc(-c2nnc(SCC(=O)Nc3cccc(F)c3)s2)cc1,109,0.5
O=C(COC(=O)C1CCC(N2C(=O)C3C4C=CC(C4)C3C2=O)CC1)c1ccc(F)cc1 (stereo unspecified),104,0.8
CC(=O)Nc1cccc(C(=O)N/N=C/c2ccc(C)o2)c1,103,0.3
Cc1ccc(OCC(=O)NCC(=O)n2nc(C)cc2C)cc1,102,0
CC(NC(=O)c1ccc2c(c1)N(Cc1ccc(Cl)cc1)C(=O)c1ccccc1S2=O)c1ccccc1 (stereo unspecified),100,-0.7
Cc1nc(C(=O)/C=C/N(C)C)cs1,101,-0.8
O=C(O)CCCc1c[nH]c2ccccc12,100,-0.3
CSc1ccc(Cl)c(C(=O)N2CCN(CC(=O)N3CCCC3)CC2)c1,101,-0.1
COC(=O)[C@H]1[C@H]2C[C@H]3c4[nH]c5ccccc5c4CCN3C[C@H]2CC[C@@H]1O,98,-0.1
CCN(CC)C(=O)C12CC3CC(CC(C3)C1)C2,102,0.2
O=C(Oc1ccc2c(c1)OCO2)c1ccc(S(=O)(=O)C(F)F)cc1,106,0.7
c1cnc2c(CN3CCCCC3)cccc2c1,102,0.2
CC(C#N)(Nc1ccccc1)c1ccc(F)cc1 (stereo unspecified),103,-0.1
CCCN1C(=O)/C(=N\OCC(=O)c2cc(C)n(Cc3cccs3)c2C)c2ccccc21,109,0.7
COC(=O)c1ccc2c(c1)NC(=O)C(N(CC(C)C)CC(C)C)S2 (stereo unspecified),102,0.4
COc1ccccc1-c1nn2c(=O)cc(CN3CCN(C(=O)/C=C/c4ccccc4)CC3)nc2s1,107,-0.2
CS(=O)(=O)N1CCc2cc(C(=O)N3CCN(c4ccccc4)CC3)ccc21,104,-0.4

# Structures above that contain two or more sulfur atoms, in the order listed:
SMILES,Polio RdRp inh,Polio RdRp inh FP z-score
O=S(=O)(c1ccc2oc3ccc(S(=O)(=O)N4CCCC4)cc3c2c1)N1CCCC1,101,-0.1
CC(C)(C)C1CCc2sc(-c3nnc(CN4CCN(C(=O)c5cccs5)CC4)o3)cc2C1 (stereo unspecified),102,0
CSc1ccc(C2N[C@@H](C(=O)O)C(C)(C)S2)cc1 (stereo partly specified),102,-0.3
c1ccc(-c2ncc(CSc3nnc(-c4cccs4)n3CC3CCCO3)s2)cc1 (stereo unspecified),102,-0.1
COc1ccc(-c2nnc(SCC(=O)Nc3cccc(F)c3)s2)cc1,109,0.5

# Remaining list, next part.
SMILES,Polio RdRp inh,Polio RdRp inh FP z-score
CCOC(=O)c1cccc(NC(=O)Cn2nnc(-c3ccc(C)cc3)n2)c1,105,1.5
COC(=O)c1sccc1N(S(=O)(=O)c1ccccc1)S(=O)(=O)c1ccccc1,99,-0.2
COc1ccc(CNC(=O)c2cc3c(s2)-c2c(C)cccc2OC3)cc1,103,-0.4
CSc1ccc2c(c1)N(CCC1CCCCN1C)c1ccccc1S2 (stereo unspecified),99&98,-0.1&-0.3
O=C(c1ccc2c(c1)C(=O)N(Cc1ccco1)C2=O)N1CCOCC1,102,-0.1
Cc1nc2nc[nH]n2c(=O)c1CCC(=O)Nc1ccc(F)cc1,110,0.9
COc1ccccc1Oc1cc(C)nc2ncnn12,102,-0.2
N#Cc1c(C(F)(F)F)cc(C2CC2)nc1SCCN1CCCCC1,107,0.3
Cc1ccccc1C(=O)n1nc(-c2ccco2)nc1NCc1ccc(Cl)cc1,109,0.4
O=C1c2ccccc2S(=O)(=O)N1Cc1ccc2nonc2c1,109,0.7
COc1ccc(N2CCN(CC(O)COc3ccc(C(C)(C)C)cc3)CC2)cc1 (stereo unspecified),101,-1.1
O=C(CSc1nnc(CNC(=O)c2c(F)cccc2Cl)o1)Nc1ccccc1F,112,-0.1
C/C(=N/NC(=O)Cc1cc(=O)[nH][nH]1)c1ccc(Cl)cc1,104,0.5
O=C(Nc1cccnc1)c1cc2c(=O)[nH]c3ccccc3c2s1,102,0
CCOC(=O)C1=C(C)NC(=O)NC1c1ccccc1 (stereo unspecified),101,-0.1
Cc1ccc(-n2nc3c(N4CCC(C(=O)NC5CCC(C)CC5)CC4)nnc(C)c3c2C)cc1 (stereo unspecified),103,-0.5
COCCCNC(=O)CCCn1c(=O)c2ccccc2n(CC(=O)Nc2ccc(C)cc2Cl)c1=O,103,-0.8
CC(C)C(C)(C#N)NC(=O)CN1CCN(c2cccc(Cl)c2)CC1 (stereo unspecified),106,0.3
O=C(Nc1ccccc1)Nc1csc2ccccc12,108,0.6
N#Cc1cc(Br)ccc1N=C1CCCN1c1cccc(Cl)c1,102,0.1
Cc1ccc(-n2nc(C)c3c(C(F)(F)F)cc(-c4ccco4)nc32)cc1,100,-0.2
COc1ccc(N=C/C(Br)=C/c2ccccc2)cc1OC,99,-0.9
CC(=O)Nc1cc([As](=O)(O)O)ccc1O,100,0
O=S(=O)(c1ccc(Br)cc1)N1CCCCCC1,106,0.3
Cc1nc2nc(SCC(=O)NC3CCCC(C)C3C)nn2c(C)c1Cc1ccccc1Cl (stereo unspecified),104,0.6
COc1ccc(OCC(O)Cn2c(=N)n(CCN3CCCCC3)c3ccccc32)cc1 (stereo unspecified),109,-0.4
Cc1ccc(S(=O)(=O)N2CCCC2C(=O)O)cc1 (stereo unspecified),101,-0.1
O=C(O)CCS(=O)(=O)Cc1ccccc1,103,0.5
COc1cc2c(cc1NC(=O)CSCC(=O)O)oc1ccccc12,99,-0.5
O=C(CSc1nc2ccccc2n1Cc1cccc(F)c1)NCc1ccccc1,107,0.1
O=C1c2ccccc2C(Nc2ccc(Cl)cc2)N1Cc1ccco1 (stereo unspecified),99,-0.6
CCOC(=O)c1c2nc3ccccc3nc2n2c1[nH]c(=O)c1c3c(sc12)CCCC3,123,1.9
O=C(NCCc1ccc(Cl)cc1)C1CCN(S(=O)(=O)c2ccc3c(c2)OCCO3)CC1,104,0.2
Cc1ccc2occ(CC(=O)Nc3ccc(F)cc3)c2c1,104,0.5
CSc1ccc(CNC(=O)C2CCN(c3nc4ccccc4nc3C(F)(F)F)CC2)cc1,110,0.6
CCCn1c(-c2cccs2)n[nH]c1=O,102,-0.2
O=C1c2ccccc2C(=O)N1c1ccccc1S(=O)C(F)(F)F (stereo unspecified),103,0.2
O=C(CSc1nnc(-c2ccco2)n1CC1CCCO1)c1ccccc1 (stereo unspecified),100,-0.3
Cc1ccc(S(=O)(=O)N(C)C2CCCCC2)cc1-c1nnc2c3ccccc3c(C)nn12,100,-0.2
CCc1ccccc1Oc1ncccn1,102,-0.1
COc1cc(NC(=O)CCC2CCCC2)c(C(=O)N2CCN(C(C)=O)CC2)cc1OC,106,0.4
CCOc1ccc(-c2nc3c(c(SCC(=O)N4CCCCC4)n2)Cc2cccc(OC)c2O3)cc1,105,0.1
CCCCNC(=O)c1cn(CC)c2ccc(S(=O)(=O)N3CCCCCC3)cc2c1=O,101,0.2
CCN1/C(=C\C(=S)Nc2ccccc2)Sc2ccccc21,106,0.5
COc1ccc(C)cc1NC(=O)c1sc2nc(-c3ccc(F)cc3)cn2c1C,102,-1
FC(F)(F)c1cc(-c2ccco2)nc(-n2nc(C(F)(F)F)cc2C2CC2)n1,102,0.2
Cc1n[nH]c(=O)c2cc3ccccc3n12,104,0.8
COc1ccc(C)cc1NC(=O)CCS(=O)(=O)c1ccc2c(c1)CC(=O)N2C,103,-0.3
CCOc1ccc(N(C)S(=O)(=O)c2c(C(=O)N3CCC(C)CC3)c(C)n(C)c2C)cc1,105,-0.2
C/C(=N\NC(=O)C(C)C)c1cc(C)c(C)cc1C,101,0
CC1CCC(C(C)C)C(OC(=O)COC(=O)c2ccc(Br)o2)C1 (stereo unspecified),100,-0.4
CN(C)C(=O)N1CCNCC1,111,1.2
Cc1ccc2[nH]c(=O)c3cc(C(=O)NCC4COc5ccccc5O4)sc3c2c1 (stereo unspecified),103,0.4
CCCCC[C@H](O)/C=C/[C@H]1[C@H](O)CC(=O)[C@@H]1C/C=C\CCCC(=O)O,103&100,0.6&0.1
CCc1cccc(C)c1NC(=O)Cn1c(=O)cc(C(F)(F)F)c2c(C)nn(C)c21,109,0.8
ONC=Nc1ccc2nnc(-c3ccccc3)n2n1,101,-0.5
CCCCNC1=NCCS1,102,0
COc1ccc(C)cc1NC(=O)C(=O)NCCc1sc(-c2cccc(C)c2)nc1C,108,0.2
CCCc1nn2c(=O)cc(COc3ccc(/C=C(\C#N)C(=O)Nc4ccc(F)cc4)cc3)nc2s1,104,-0.7
O=C(O)Cc1c(-c2ccccc2)c2cc(Cl)ccc2[nH]c1=O,102,0.2
# Other structures:
SMILES,Polio RdRp inh,Polio RdRp inh FP z-score
COc1ccc(OCC2CCCNC2)cc1 (stereo unspecified),100,-0.6
Cc1nn(-c2ccc(F)cc2)c(Cl)c1/C=N/N=C1\C(=O)Nc2ccccc21,97,-0.6
CC1CCN(C(=O)CSc2c3c(nc4ccc(Cl)cc24)CCCC3)CC1,101,-0.7
CCNC(=O)N(CC)Cc1nc(-c2ccc(Cl)cc2)no1,101,-0.3
CCc1ccccc1NC(=O)c1ccc2nc(C(C)C)oc2c1,100,-1.4
Cc1noc(-c2ccc(OCc3cnn(-c4ccccc4)c3)cc2O)c1Oc1ccc(F)cc1,102,0.6
CCOc1ccc(CNC(=O)CCCc2cn(C)c3ccccc23)cc1OC,103,-1.9
CCC(C)NC(=O)c1ccc(CS(=O)(=O)Cc2ccc(Cl)cc2)o1 (stereo unspecified),106,2.7
COc1cccc(CNC(=O)c2ccc3nc(CCc4ccccc4)oc3c2)c1OC,104,-0.7
COc1ccc(CCNC(=O)C2CCCN(S(=O)(=O)c3cccc4nonc34)C2)cc1OC (stereo unspecified),101,-0.1
Cc1ccn2c(N)c(-c3ccccc3)nc2c1,97,-1
COc1ccc(Cn2c(CNC(=O)Cc3ccc(OC)c(OC)c3)nc3cccnc32)cc1,107,0
COc1ccc(-c2c(C)nn3c(-c4ccccc4)cc(-c4ccccc4)nc23)cc1,101,-1
O=C(Cn1nc(C(=O)O)c2ccccc2c1=O)c1c[nH]c2ccccc12,103,0.2
COc1ccc(S(=O)(=O)N(CCC(=O)O)Cc2ccccc2)cc1,100,-0.3
O=C(O)c1ccccc1C(=O)N1CCC(C(=O)c2ccccc2)CC1,104,0.4
N#Cc1ccc(CSC2=Nc3ccccc3CS2)cc1,104,0
